Source: PubChem (Sanford-Burnham Center for Chemical Genomics)
tim10-1 inh: inhibits growth of tim10-1 mutant yeast; hit rate 2.2% among 330,000; S. cerevisiae tim10-1 ts strain growth, BacTiter-Glo, 24 h; inhibition, % at 20 µM;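 active = inhibition of at least 40%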;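 also: mutant grown at 25 °C; 0% = DMSO wells with yeast and 100% = wells holding no yeast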
hIAP activ: increases human intestinal alkaline phosphatase activity | P09923 | purified human IAP, CDP-Star luminescence, 30 min; active compounds read high; 1 = vehicle-only enzyme, 0 = enzyme-free background | AID 2524 | activation factor at 10 µM | hit rate 0.16% among 330,000;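 active = activation factor of the enzyme at least 2-fold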; also: the source names both 10 and 20 µM as test concentration; values of inactives mirror those of a sister screen read the other way
NLRP3 yeast inh: blocks the NALP3 inflammasome reconstituted in yeast | AID 2825 | hit rate 0.39% among 330,000 | inhibition, % at 10 µM | Yeast reconstituted NLRP3/ASC/caspase-1, beta-gal luminescence, 24 h;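 active = inhibition of 50% or more; inactive = inhibition below 50%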;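 also: plate controls were induced DMSO wells for no effect and uninduced yeast grown without galactose for full effect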
TIM10 inh: inhibits growth of TIM10 yeast strain. S. cerevisiae TIM10 strain growth, BacTiter-Glo luminescence, 24 h. hit rate 1.4% among 330,000. inhibition, % at 10 µM;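 active = inhibition of 40% or more at the single tested concentration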;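 also: wild-type TIM10 isogenic control strain grown at permissive 25 °C; 0% = DMSO yeast wells and 100% = minimal medium wells without yeast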
Apaf1 inhib: human Apaf-1 inhibition; O14727; reconstituted apoptosome caspase-3 activity, DEVD-Rh110 fluorescence; inhibition, % at 20 µM; hit rate 0.71% among 330,000; AID 489030; active = inhibition of at least 40% at 20 µM;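 also: plate controls were DMSO wells for no effect and DEVD-CHO caspase inhibitor wells for full effect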
Target sequence (O14727 whole entry, looked up): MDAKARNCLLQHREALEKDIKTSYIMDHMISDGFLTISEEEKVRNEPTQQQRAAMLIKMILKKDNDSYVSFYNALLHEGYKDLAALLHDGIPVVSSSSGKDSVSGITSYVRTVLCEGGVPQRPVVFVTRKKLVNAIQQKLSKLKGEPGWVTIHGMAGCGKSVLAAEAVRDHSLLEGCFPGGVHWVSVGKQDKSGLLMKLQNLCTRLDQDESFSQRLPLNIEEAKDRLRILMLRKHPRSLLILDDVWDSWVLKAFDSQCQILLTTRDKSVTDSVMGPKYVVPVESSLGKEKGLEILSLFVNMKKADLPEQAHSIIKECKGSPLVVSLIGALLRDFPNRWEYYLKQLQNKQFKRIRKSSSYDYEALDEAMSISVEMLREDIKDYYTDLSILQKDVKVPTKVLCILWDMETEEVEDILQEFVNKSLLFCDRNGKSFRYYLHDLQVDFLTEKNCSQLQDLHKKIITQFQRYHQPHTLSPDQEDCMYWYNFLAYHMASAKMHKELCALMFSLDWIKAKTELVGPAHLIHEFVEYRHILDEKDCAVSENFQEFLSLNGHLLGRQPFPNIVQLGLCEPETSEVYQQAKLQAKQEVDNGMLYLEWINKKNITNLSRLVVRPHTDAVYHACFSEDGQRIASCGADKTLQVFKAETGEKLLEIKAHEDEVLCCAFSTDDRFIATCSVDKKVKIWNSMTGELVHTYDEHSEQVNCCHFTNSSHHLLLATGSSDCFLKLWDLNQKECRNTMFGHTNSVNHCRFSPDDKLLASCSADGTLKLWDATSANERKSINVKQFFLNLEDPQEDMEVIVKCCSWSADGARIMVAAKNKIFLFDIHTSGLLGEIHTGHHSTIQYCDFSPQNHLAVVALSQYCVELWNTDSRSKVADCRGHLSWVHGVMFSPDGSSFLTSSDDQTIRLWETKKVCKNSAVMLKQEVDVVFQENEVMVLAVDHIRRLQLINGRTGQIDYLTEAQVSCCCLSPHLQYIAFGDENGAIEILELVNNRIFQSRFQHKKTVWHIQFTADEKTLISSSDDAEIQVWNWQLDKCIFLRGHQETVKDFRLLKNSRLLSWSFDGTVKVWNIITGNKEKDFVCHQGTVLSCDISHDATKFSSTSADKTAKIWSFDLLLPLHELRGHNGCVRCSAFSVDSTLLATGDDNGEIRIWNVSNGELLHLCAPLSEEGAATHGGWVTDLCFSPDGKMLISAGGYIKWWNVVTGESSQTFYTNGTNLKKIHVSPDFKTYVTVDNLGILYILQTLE
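System: reconstituted apoptosome with Apaf-1, cytochrome c, caspase-9, procaspase-3, dATP; Signal: Rh110 fluorescence intensity; Schedule: 30 min compound preincubation, 50 min activation, room temperature; Reagent: cytochrome c trigger plus (Z-DEVD)2-Rh110 caspase-3 substrate.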
ATG4B inh: ATG4B (human) cysteine protease inhibition; Q9Y4P1; ATG4B cleavage of LC3-PLA2, NBD-HPC fluorescence, 1 h; inhibition, % at 8.33 µM; hit rate 0.51% among 340,000; AID 504462; in the data active = inhibition above about 40%
mIAP activ: increases mouse intestinal alkaline phosphatase activity | muIAP, CDP-Star luminescence, 30 min; active compounds read high; 1 = vehicle-only enzyme signal, 0 = enzyme-free wells | activation factor at 10 µM | hit rate 0.24% among 330,000;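 active = activation factor of at least 2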; also: the source names both 10 and 20 µM as test concentration; values of inactives mirror those of a sister screen read the other way
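also added = chemiluminescent substrate CDP-Star | test system = mouse IAP enzyme | signal = chemiluminescence readout | compound = DMSO-dissolved test compounds | incubation = 30 min at room temperature | benchmarks = DMSO wells, no-enzyme wells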
mIAP inh: mouse IAP inhibition; hit rate 0.2% among 330,000; purified mouse IAP, CDP-Star luminescence, 30 min; inhibition, % at 10 µM;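 active = inhibition of at least 40% at 10 µM in the primary screen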;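 also: plate controls were DMSO with enzyme for no effect and no enzyme wells for full effect; values of inactives mirror those of a sister screen read the other way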
hIAP inh: human IAP inhibition. P09923. purified IAP, CDP-Star luminescence, 30 min. inhibition, % at 10 µM. hit rate 0.12% among 330,000. AID 2544;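 active = inhibition reaching a set limit with compound at 10 µM in the primary screen, cut at about 35% in these data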;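 also: plate controls were DMSO wells with enzyme for no effect and no-enzyme buffer wells for full effect; values of inactives mirror those of a sister screen read the other way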
The depositor's hits bear a star; & = joins results of further samples. Outcome played no part in choosing rows; overall some 4.5% were active at least once.

For COc1ccc(N(C)C(=O)C2CCN(S(=O)(=O)c3cccc4nsnc34)CC2)cc1 the results were tim10-1 inh 6, hIAP activ 0.73, NLRP3 yeast inh 19, TIM10 inh 6, Apaf1 inhib 12, ATG4B inh -4, mIAP activ 0.95, mIAP inh 5 and hIAP inh 27.
COc1ccc(S(=O)(=O)N(CCc2ccccc2)CC(=O)O)cc1OC was read as tim10-1 inh 6, hIAP activ 1.2, NLRP3 yeast inh 7, TIM10 inh 8, Apaf1 inhib -11, ATG4B inh -2, mIAP activ 1.1, mIAP inh -8 and hIAP inh -24.
`O=C(c1cc(F)cc2c1OCOC2)N1CCN(c2ccc(F)cc2)CC1` gave tim10-1 inh 2, hIAP activ 0.97, NLRP3 yeast inh -1, TIM10 inh -7, Apaf1 inhib -8, ATG4B inh -7, mIAP activ 1, mIAP inh 0 and hIAP inh 3.
`COC(=O)c1cccc(NC(=O)CCNC(=O)c2ccc([N+](=O)[O-])cc2)c1` gave tim10-1 inh 8, hIAP activ 0.89, NLRP3 yeast inh 16, TIM10 inh 3, Apaf1 inhib -1, ATG4B inh -5, mIAP activ 0.98, mIAP inh 2 and hIAP inh 11.
Screening O=c1oc2ccccc2c(Nc2ccc(O)cc2)c1[N+](=O)[O-] returned tim10-1 inh 5, hIAP activ 0.87, NLRP3 yeast inh 14, TIM10 inh 11, Apaf1 inhib 1, ATG4B inh -3, mIAP activ 0.93, mIAP inh 7 and hIAP inh 13.
Screening Cc1ccc(CS(=O)Cc2ccc(C(=O)NCc3ccc4c(c3)OCO4)o2)cc1 (centres undefined) returned tim10-1 inh 16, hIAP activ 1, NLRP3 yeast inh 2, TIM10 inh -9, Apaf1 inhib -8, ATG4B inh -10, mIAP activ 0.94, mIAP inh 6 and hIAP inh -4.
Screening CCN(CC)CC#Cc1ccc(C)cc1 returned tim10-1 inh -14, hIAP activ 1, NLRP3 yeast inh 9, TIM10 inh -1, Apaf1 inhib -13, ATG4B inh -6, mIAP activ 0.98, mIAP inh 2 and hIAP inh -4.
`O=C(Cn1cc(Cl)c([N+](=O)[O-])n1)NCCC1=CCCCC1` gave tim10-1 inh 24, hIAP activ 0.81, NLRP3 yeast inh 30, TIM10 inh -3, Apaf1 inhib -1, ATG4B inh 6, mIAP activ 0.97, mIAP inh 3 and hIAP inh 19.
For Cc1cc(Cl)c(S(=O)(=O)N2CCCC2)cc1OCC(=O)NC1CCCCC1 the results were tim10-1 inh 25, hIAP activ 1.1, NLRP3 yeast inh -66, TIM10 inh 27, Apaf1 inhib -2, ATG4B inh -7, mIAP activ 0.99, mIAP inh 1 and hIAP inh -5.
Cc1cc(=O)n2nc(-c3ccccc3)sc2c1C#N was read as tim10-1 inh -3, hIAP activ 1, NLRP3 yeast inh 13, TIM10 inh 7, Apaf1 inhib -2, ATG4B inh -7, mIAP activ 0.93, mIAP inh 7 and hIAP inh -4.
`Nc1nonc1-n1nnc(C(=O)N/N=C/c2c(F)cccc2Cl)c1-c1ccc2c(c1)OCO2` gave tim10-1 inh 17, hIAP activ 0.98, NLRP3 yeast inh 11, TIM10 inh -12, Apaf1 inhib -3, ATG4B inh 2, mIAP activ 0.87, mIAP inh 13 and hIAP inh 2.
For O=C(Cc1c(F)cccc1Cl)N1CCCC1 the results were tim10-1 inh 17, hIAP activ 1.2, NLRP3 yeast inh -7, TIM10 inh 8, Apaf1 inhib -11, ATG4B inh 6, mIAP activ 1, mIAP inh -1 and hIAP inh -22.
Cn1cc(CN(CCO)Cc2cccs2)c(-c2ccccc2F)n1 was read as tim10-1 inh 14, hIAP activ 0.99, NLRP3 yeast inh 9, TIM10 inh -7, Apaf1 inhib -22, ATG4B inh -7, mIAP activ 1.1, mIAP inh -11 and hIAP inh 1.
Screening N=c1ccn2c(n1)O[C@H]1[C@H](O)[C@@H](CO)O[C@H]12 returned tim10-1 inh 6, hIAP activ 0.99, NLRP3 yeast inh 3, TIM10 inh 12, Apaf1 inhib 3, ATG4B inh 6, mIAP activ 0.99, mIAP inh 1 and hIAP inh 1.
`CC(C)C12CN3CCN(CC(C3)/C1=N\NC(=O)Nc1ccccc1)C2` gave tim10-1 inh 10, hIAP activ 1.1, NLRP3 yeast inh 10, TIM10 inh -12, Apaf1 inhib -13, ATG4B inh -3, mIAP activ 1, mIAP inh -4 and hIAP inh -6.
CCc1nnc(NC(=O)CSc2nnc(Cc3ccc(OC)cc3)o2)s1 was read as tim10-1 inh 9, hIAP activ 1.2, NLRP3 yeast inh 0, TIM10 inh -4, Apaf1 inhib -16, ATG4B inh 7, mIAP activ 0.98, mIAP inh 2 and hIAP inh -18.
COc1ccc(/C=N/OCC(=O)OCC(=O)N(C)c2ccccc2)cc1 was read as tim10-1 inh 14, hIAP activ 0.99, NLRP3 yeast inh 11, TIM10 inh 4, Apaf1 inhib 1, ATG4B inh -4, mIAP activ 1, mIAP inh -1 and hIAP inh 1.
For C=CCC[C@@H](Cc1ccc(F)cc1)C(=O)OC[C@@H](Cc1c[nH]c2ccccc12)NC(=O)[C@H](CC=C)CC(=O)NCCO the results were tim10-1 inh 17, hIAP activ 0.96, NLRP3 yeast inh 18, TIM10 inh 2, Apaf1 inhib 21, ATG4B inh -1, mIAP activ 0.94, mIAP inh 6 and hIAP inh 4.
For NC(=O)c1ccccc1OCC(=O)N1CCCc2ccccc21 the results were tim10-1 inh -7, hIAP activ 0.95, NLRP3 yeast inh 8, TIM10 inh 16, Apaf1 inhib -1, ATG4B inh 4, mIAP activ 0.93, mIAP inh 7 and hIAP inh 5.
`Cc1ccccc1OCC(O)CN1CCN(CC(O)COc2ccccc2C)CC1` (centres undefined) gave tim10-1 inh -4, hIAP activ 1.1, NLRP3 yeast inh 14, TIM10 inh 18, Apaf1 inhib -2, ATG4B inh -2, mIAP activ 1, mIAP inh -2 and hIAP inh -12.

Two compounds drawn at random from those above, as already listed:
`O=C(c1cc(F)cc2c1OCOC2)N1CCN(c2ccc(F)cc2)CC1` gave tim10-1 inh 2, hIAP activ 0.97, NLRP3 yeast inh -1, TIM10 inh -7, Apaf1 inhib -8, ATG4B inh -7, mIAP activ 1, mIAP inh 0 and hIAP inh 3.
For O=C(Cc1c(F)cccc1Cl)N1CCCC1 the results were tim10-1 inh 17, hIAP activ 1.2, NLRP3 yeast inh -7, TIM10 inh 8, Apaf1 inhib -11, ATG4B inh 6, mIAP activ 1, mIAP inh -1 and hIAP inh -22.

Next records:
`CC(C)N(C(=O)c1nn(C)c2c1CSc1ccccc1-2)C1CCCCC1` gave tim10-1 inh 50*, hIAP activ 1.1, NLRP3 yeast inh 17, TIM10 inh 9, Apaf1 inhib 16, ATG4B inh -2, mIAP activ 0.96, mIAP inh 4 and hIAP inh -10.
`Cc1nn(Cc2ccccc2Cl)c(C)c1C(=O)NCc1ccco1` gave tim10-1 inh 28, hIAP activ 0.94, NLRP3 yeast inh 20, TIM10 inh 4, Apaf1 inhib -7, ATG4B inh 2, mIAP activ 0.96, mIAP inh 4 and hIAP inh 6.
Screening CC1(C)S[C@@H]2[C@H](NC(=O)[C@H](N)c3ccccc3)C(=O)N2[C@H]1C(=O)O returned tim10-1 inh -8, hIAP activ 1.1, NLRP3 yeast inh 4, TIM10 inh 10, Apaf1 inhib 6, ATG4B inh -8&6, mIAP activ 1, mIAP inh 1 and hIAP inh -4.
For C1=C(c2ccccc2)Nc2nnnn2C1c1cccs1 (centres undefined) the results were tim10-1 inh 1, hIAP activ 0.98, NLRP3 yeast inh 18, TIM10 inh -3, Apaf1 inhib -4, ATG4B inh 1, mIAP activ 0.92, mIAP inh 8 and hIAP inh 2.
`CCOc1cc(/C=N/NC(=O)C(OC)c2ccccc2)ccc1O` (centres undefined) gave tim10-1 inh 7, hIAP activ 1.2, NLRP3 yeast inh -6, TIM10 inh 16, Apaf1 inhib -13, ATG4B inh -4, mIAP activ 0.98, mIAP inh 2 and hIAP inh -16.
For CC1SCC(NC(=O)c2ccc(Cl)cc2)CS1 (centres undefined) the results were tim10-1 inh 20, hIAP activ 1.3, NLRP3 yeast inh 17, TIM10 inh -13, Apaf1 inhib 6, ATG4B inh -9, mIAP activ 1.2, mIAP inh -19 and hIAP inh -25.
CC1(C)NC(C)(C)C(O)(C(N)=O)C1=O (centres undefined) was read as tim10-1 inh -4, hIAP activ 1.1, NLRP3 yeast inh 4, TIM10 inh 0, Apaf1 inhib -2, ATG4B inh -3, mIAP activ 0.98, mIAP inh 2 and hIAP inh -8.
For Cc1nn(C)c(C)c1NC(=O)c1cnn2c(C(F)F)cc(-c3ccccc3)nc12 the results were tim10-1 inh 22, hIAP activ 1, NLRP3 yeast inh 11, TIM10 inh 0, Apaf1 inhib 13, mIAP activ 1, mIAP inh 0 and hIAP inh -2.
COc1ccc(/C=C2\SC(N3CCCCC3)=NC2=O)cc1 was read as tim10-1 inh 47*, hIAP activ 0.85, NLRP3 yeast inh 35, TIM10 inh 31, Apaf1 inhib 6, ATG4B inh -7, mIAP activ 0.97, mIAP inh 3 and hIAP inh 15.
`CN(CC(=O)Nc1ccc(F)c(F)c1F)C(=O)c1ccc2c(c1)NC(=O)CS2` gave tim10-1 inh -7, hIAP activ 0.98, NLRP3 yeast inh 6, TIM10 inh -7, Apaf1 inhib 1, ATG4B inh -4, mIAP activ 1.1, mIAP inh -5 and hIAP inh 2.
`CCc1ccc(NCc2cc3c(C)nn(-c4ccccc4)c3[nH]c2=O)cc1` gave tim10-1 inh 13, hIAP activ 1.1, NLRP3 yeast inh 13, TIM10 inh 10, Apaf1 inhib 17, ATG4B inh 23, mIAP activ 1, mIAP inh -4 and hIAP inh -10.
For Clc1ccc(-c2ccnc(-n3cccc3)n2)s1 the results were tim10-1 inh 23, hIAP activ 0.77, NLRP3 yeast inh -3, TIM10 inh 1, Apaf1 inhib -6, ATG4B inh -5, mIAP activ 0.98, mIAP inh 2 and hIAP inh 23.
`Cc1nc(-c2ccc(Cl)cc2)sc1C1(C)CC(c2ccncc2)=NO1` (centres undefined) gave tim10-1 inh -26, hIAP activ 0.86, NLRP3 yeast inh 22, TIM10 inh -40, Apaf1 inhib 9, ATG4B inh -3, mIAP activ 0.92, mIAP inh 8 and hIAP inh 14.
For CCc1nc2ccc(C(=O)N3CCN(c4cccc(Cl)c4)CC3)cc2nc1CC the results were tim10-1 inh 52*, hIAP activ 1, NLRP3 yeast inh 17, TIM10 inh 27, Apaf1 inhib 32, ATG4B inh 1, mIAP activ 0.91, mIAP inh 9 and hIAP inh -2.
`CC(OC(=O)c1ccc(-n2cnnn2)cc1)C(=O)Nc1ccccc1F` (centres undefined) gave tim10-1 inh -6, hIAP activ 0.84, NLRP3 yeast inh 21, TIM10 inh 2, Apaf1 inhib -229, ATG4B inh -10, mIAP activ 1.1, mIAP inh -5 and hIAP inh 16.
Screening COC(=O)c1ccccc1NC(=O)CN1CCN(C23CC4CC(CC(C4)C2)C3)CC1 returned tim10-1 inh 20, hIAP activ 0.86, NLRP3 yeast inh 19, TIM10 inh 11, Apaf1 inhib 16, ATG4B inh -4, mIAP activ 0.96, mIAP inh 4 and hIAP inh 14.
`CCOC(=O)C1=C(O)/C(=C/N(C)C)N=C1C` gave tim10-1 inh -17, hIAP activ 1.1, NLRP3 yeast inh 9, TIM10 inh 8, Apaf1 inhib -1, ATG4B inh 0, mIAP activ 0.95, mIAP inh 5 and hIAP inh -6.
For COC(=O)c1ccc(-n2cnc(Cl)n2)c(F)c1 the results were tim10-1 inh 2, hIAP activ 0.89, NLRP3 yeast inh 12, TIM10 inh 5, Apaf1 inhib -16, ATG4B inh -6, mIAP activ 0.94, mIAP inh 6 and hIAP inh 11.
